Bioassay records: PubChem BioAssay, National Center for Advancing Translational Sciences (NCATS)
VP16 counter: VP16 counterscreen qHTS for inhibitors of ROR gamma transcriptional activity; Drosophila S2 Gal4-VP16 UAS-luciferase, luminescence, 20 h; Potency, µM (doses to about 53.6 µM), for the others: top-dose activity, negative = inhibition, usual class: inhibitors; 3.5% of 310,000 active; AID 2546, 2010;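 note: Gal4-VP16 expression switched on by copper sulfate through the metallothionein promoter; potency is the fitted concentration of half-maximal effect; % is set by controls: 0 for no effect and ±100 for the full control effect; nearly all actives have a fitted effect of over 50% in size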
Giardia kill: Small Molecules that selectively kill Giardia lamblia: qHTS; Giardia lamblia trophozoite viability; activity change, % at 7.66 µM, hits read low; 0.15% of 340,000 active; AID 540267, 2011; in the data active = activity change below about -80%; inconclusive = between about -30% and that limit;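 note: parasites exposed to compound for two days anaerobically before the ATP read; % is set by controls: 0 for no effect and ±100 for the full control effect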
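Luminescence from cellular ATP indicates surviving trophozoites (100 cells/well) following 48 hrs anaerobic compound treatment at 37 deg C; signal develops 15-30 min at room temperature.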
ELG1 genotoxic: qHTS screen for small molecules that induce genotoxicity in human embryonic kidney (HEK293T) cells expressing luciferase-tagged ELG1; HEK293T ELG1-luciferase reporter, luminescence, 16 h; Potency, µM (top dose mostly 46 µM), without a hit: at the highest dose activity change, positive = activation, usual class: activators; 1.3% of 330,000 active; AID 504466, 2011; note: potency is the fitted concentration of half-maximal effect; % of control where 0% means no effect; nearly all actives have a fitted effect of over 60% in size
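Quantitative HTS format in 1536-well plates. HEK293T ELG1-luciferase reporter cells receive test compound and are incubated 16 hr at 37 °C, 5% CO2; ONE-Glo added, 30 min room temperature, then luminescence read.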
Menin MLL FP TR: qHTS Assay for Inhibitors Targeting the Menin-MLL Interaction in MLL Related Leukemias: Competition With Texas Red Labeled MLL-derived Mutant Peptide; AID 1768, 2009; Menin + Texas Red MLL mutant peptide, fluorescence polarization; 0.23% of 270,000 active; O00255; Potency, µM (titrated, usually from 61.6 µM), without a hit: top-dose FP activity change, negative = inhibition, most hits filed as inhibitors; active = well fitted inhibition curve with a large enough effect in the polarisation, with a control signal flat, not every such curve was filed as active; inconclusive = small, poorly fitted or top-dose-only effect, or effect the other way, or a change in a side signal; inactive = no such curve, though single readings can be large or run the other way; the % refers to the polarisation; note: potency is the fitted concentration of half-maximal effect; % of control where 0% means no effect; many of its hits are not listed in these tables
FLuc modulator: qHTS profiling assay for firefly luciferase inhibitor/activator using purifed enzyme and Km concentrations of substrates (counterscreen for miR-21 project); purified FLuc, Km substrates, luminescence inhibition; Potency, µM (highest dose often 57.5 µM), for inactives: top-dose activity change, negative = inhibition, actives largely listed as inhibitors; 6.9% of 360,000 active;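 note: potency is the fitted concentration of half-maximal effect; plate controls were vehicle for no effect and reference inhibitor for full effect; nearly all actives have a fitted effect of over 55% in size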
Target sequence (P08659 whole entry, looked up): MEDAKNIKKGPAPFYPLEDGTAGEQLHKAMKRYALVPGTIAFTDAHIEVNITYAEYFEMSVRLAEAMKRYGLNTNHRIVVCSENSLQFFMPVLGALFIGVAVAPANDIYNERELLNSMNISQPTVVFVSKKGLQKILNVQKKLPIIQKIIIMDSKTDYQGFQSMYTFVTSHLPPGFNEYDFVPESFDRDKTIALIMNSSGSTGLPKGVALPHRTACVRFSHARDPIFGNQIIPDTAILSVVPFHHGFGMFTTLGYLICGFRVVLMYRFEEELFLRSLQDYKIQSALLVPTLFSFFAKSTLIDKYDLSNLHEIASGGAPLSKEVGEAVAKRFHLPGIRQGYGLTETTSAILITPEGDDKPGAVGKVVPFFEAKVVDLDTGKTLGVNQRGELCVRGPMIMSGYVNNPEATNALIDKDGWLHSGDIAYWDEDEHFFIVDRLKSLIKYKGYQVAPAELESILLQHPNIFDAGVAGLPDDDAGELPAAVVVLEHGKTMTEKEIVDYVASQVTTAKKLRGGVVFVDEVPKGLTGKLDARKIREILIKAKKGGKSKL
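Purified P. pyralis luciferase, 10 nM final, with Km-level 10 uM D-luciferin and 10 uM ATP in 50 mM Tris acetate pH 7.5, 10 mM Mg acetate, 0.01% Tween-20, 0.05% BSA; 6-point qHTS titration about 60 µM downward; luminescence read.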
BRCA1 expr up: qHTS Assay to Identify Small Molecule Activators of BRCA1 Expression; 1.1% of 380,000 active; MCF7-BRCA1-FFLuc reporter, luminescence, 48 h; response scale: scaled: vehicle 0%, 10 µM genistein 100%; Potency, µM (series often up to 46.1 µM), for the others: at the top dose activation, most hits filed as activators; AID 624202, 2012; note: potency is the fitted concentration of half-maximal effect; nearly all actives have a fitted effect of over 80% in size; some results filed as inactive show a strong effect at the top dose
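Cells: MCF7-BRCA1-FFLuc, 2000/well. Exposure: 48 h, 37 °C, 5% CO2. Read: luminescence, 15 min post-substrate. Controls: genistein 10 microM (maximal activation), DMSO (neutral).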
p53 reactivation: qHTS assay for re-activators of p53 using a Luc reporter | H1299 p53-A138V BP100-luciferase reporter, luminescence, 24 h | Potency, µM (series often up to 92.2 µM), inactives show at the highest dose activity change, positive = activation, hits mostly activators | 0.063% of 320,000 active; note: potency is the fitted concentration of half-maximal effect; % of control where 0% means no effect; nearly all actives have a fitted effect of over 45% in size
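H1299 (p53-null), stable ts p53-A138V + BP100-Luc; 1000 cells/well, Opti-MEM/10% FBS; cpd 4 pt, 1:5; 24 h, 37 deg C, 5% CO2; detection reagent 10 min RT; luminescence.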
NPC1 prom act: qHTS Assay for NPC1 Promoter Activators; Huh7 NPC1 promoter luciferase reporter, 24 h; Potency, µM (highest dose often 9.22 µM), inactives show at the highest dose activation, most hits filed as activators; 2.4% of 320,000 active;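 note: potency is the fitted concentration of half-maximal effect; % of control where 0% means no effect; nearly all actives have a fitted effect of over 60% in size; reporter is driven by a mutant NPC1 promoter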
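Luminescence from an NPC1 promoter-driven luciferase reporter in stably transfected Huh7 cells was measured after 24 h compound treatment at 37 °C, followed by 10 min ambient incubation with luciferase detection reagent.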
Rab9 promoter act: qHTS Assay for Rab9 Promoter Activators. Huh7 Rab9 promoter-luciferase reporter, luminescence, 24 h. Potency, µM (series often up to 9.22 µM), for the others: at the highest dose activation, negative = inhibition, most hits filed as activators. 2.8% of 320,000 active; note: potency is the fitted concentration of half-maximal effect; % of control where 0% means no effect; nearly all actives have a fitted effect of over 60% in size
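Promoter activation is measured as luciferase luminescence in Huh7 cells stably transfected with a Rab9 promoter–luciferase construct, following 24 h compound exposure at 37 °C and 10 min reagent incubation at ambient temperature.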
RORg inh: qHTS for inhibitors of ROR gamma transcriptional activity; Drosophila S2 Gal4-RORgamma UAS-luciferase reporter, 20 h; Potency, µM (titrated, usually from 53.6 µM), for the others: at the highest dose activity change, negative = inhibition, usual class: inhibitors; 5.4% of 310,000 active; AID 2551, 2010; note: potency is the fitted concentration of half-maximal effect; % is set by controls: 0 for no effect and ±100 for the full control effect; nearly all actives have a fitted effect of over 60% in size
Target sequence (P51450 whole entry, looked up, the tested form may be a part): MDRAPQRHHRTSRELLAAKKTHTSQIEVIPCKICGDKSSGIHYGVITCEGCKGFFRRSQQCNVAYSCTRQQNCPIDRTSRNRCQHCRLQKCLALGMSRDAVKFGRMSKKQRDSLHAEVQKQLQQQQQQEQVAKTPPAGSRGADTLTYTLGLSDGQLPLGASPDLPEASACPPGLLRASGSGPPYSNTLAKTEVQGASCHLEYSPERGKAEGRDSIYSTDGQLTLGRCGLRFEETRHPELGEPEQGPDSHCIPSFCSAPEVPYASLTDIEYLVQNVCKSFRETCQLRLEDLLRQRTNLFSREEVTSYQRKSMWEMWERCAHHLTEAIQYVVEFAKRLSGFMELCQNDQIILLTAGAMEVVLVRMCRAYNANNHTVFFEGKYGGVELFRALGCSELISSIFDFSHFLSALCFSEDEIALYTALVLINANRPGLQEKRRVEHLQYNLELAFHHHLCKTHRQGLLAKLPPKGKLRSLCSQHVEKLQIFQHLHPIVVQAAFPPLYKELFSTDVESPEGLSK
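Luminescence from a UAS-regulated Photinus luciferase reporter in stably transfected Drosophila Schneider cells is measured; decreased signal marks ROR gamma inhibition. Fusion expression is induced by 700 uM copper sulfate for 20 hr.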
PKM2 act: qHTS Assay for Activators of Human Muscle isoform 2 Pyruvate Kinase. purified PKM2, Kinase-Glo ATP luminescence, activation; response scale: 0% is enzyme alone, no compound. 0.34% of 260,000 active. Pyruvate kinase PKM (Homo sapiens), P14618. AID 1631, 2009. Potency, µM (top dose mostly 57.5 µM), without a hit: at the highest dose activation, usual class: activators; note: potency is the fitted concentration of half-maximal effect; % is set by controls: 0 for no effect and ±100 for the full control effect; nearly all actives have a fitted effect of over 55% in size
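ATP formation by purified human PK-M2, quantified via coupled luciferase luminescence after 1 h at room temperature with 0.1 mM ADP and 0.5 mM PEP final.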
Numbers without * were called inactive; ? = inconclusive; · = not tested or not shown; [ ] = another dose, or the depositor's remark. Unless noted, calls come from the whole dose curve; as a rule, active = well fitted curve in the direction sought with a large enough effect; inconclusive = small, poorly fitted or top-dose-only effect, or another doubt; inactive = no such curve, though single readings can be large; an effect the other way counts as inactive or inconclusive. Not all compounds are listed (hit frequency here may not be typical).

SMILES	VP16 counter	Giardia kill	ELG1 genotoxic	Menin MLL FP TR	FLuc modulator	BRCA1 expr up	p53 reactivation	NPC1 prom act	Rab9 promoter act	RORg inh	PKM2 act
Cc1ccc(O)c(/C=N/NC(=O)C2=NNC(c3ccccc3)(c3ccccc3)C2)c1	2.82µM*	·	?	0.3%	?	·	24.9%	-26.8%	-30.6%[inhibitor]	1.41µM*	-7.1%
CCn1c(C(=O)N2CCCC(C(=O)O)C2)cc2sccc21 (configuration not stated)	2.6%	-9.5	0.0%	4.6%	-0.7%	-0.2%	2.8%	1.6%	-5.6%	34.1%	4.4%
O=[N+]([O-])c1cccc(C(=Nc2ccc(Cl)cc2)NO)c1	-8.0%	6.7	-4.2%	31.7%[activator]	0.0%	-64.2%	-1.3%	12.9%	2.6%	-4.8%	-2.8%
Cc1ccccc1S(=O)Cc1ccc(C(=O)NC2CC2)o1 (configuration not stated)	0.8%	10.0	0.0%	·	-2.3%	-8.6%	-2.9%	0.3%	-1.4%	-16.8%	·
CN(c1ccc(OCC(=O)OCC(=O)Nc2ccccc2)cc1)S(=O)(=O)c1cccs1	0.2%	-3.1	2.7%	5.7%	-0.6%	6.5%	-10.3%	-1.3%	-1.9%	-10.4%	-11.2%
O=C1CN(C(=O)CSc2nncs2)c2ccccc2N1	4.5%	-12.3	0.8%	-3.7%	-3.8%	-16.5%	3.2%	-4.9%	-4.0%	6.2%	-2.4%
C[C@H](NC(=O)N1CCn2c1nc1ccccc12)C(=O)NCC1CCCO1 (some centres not stated)	-0.5%	-2.1	-0.2%	·	-1.7%	-4.5%	-2.8%	-0.8%	-0.7%	-16.0%	·
CC(=O)c1cc(-c2ccccc2)n(CC(=O)Nc2cccc(C)c2)c1C	-4.8%	-5.1	-1.3%	-3.0%	-1.3%	-32.6%	-8.3%	-1.2%	-10.5%	16.8%	-0.2%
COc1ccccc1NC(=O)C1=C(C)NC(=O)NC1c1cccs1 (configuration not stated)	-11.1%	-20.9	-8.1%	-12.2%	2.4%	-7.2%	4.7%	-3.7%	-6.2%	-14.7%	-20.0%
COCCCn1cc(C(=O)c2ccccc2OCC(=O)Nc2cccc(F)c2)cc(C#N)c1=O	-9.7%	22.6	-7.4%	9.1%	-8.7%	-26.7%	-0.7%	1.4%	6.9%	?	-8.2%
O=C(CCCSc1nnc(-c2cccs2)n1CC1CCCO1)c1ccccc1 (configuration not stated)	?	-24.3	-11.0%	?	-1.7%	-8.2%	-8.0%	-0.6%	-6.4%	1.7%	-0.3%
O=C(NC1CC(=O)N(c2ccccc2)C1)N1CCN(C(=O)c2ccco2)CC1 (configuration not stated)	·	7.6	1.7%	·	1.6%	1.6%	1.3%	-5.7%	2.0%	·	·
Cc1cc(C(C)(C)C)cc(C)c1C[n+]1ccc2ccccc2c1	?	7.8	-14.8%	?	-0.4%	-57.0%	-7.8%	-40.4%[inhibitor]	-23.9%[1.84 µM]	?	·
S=C(Nc1ccccc1)N1CCOCCOCCN(C(=S)Nc2ccccc2)CCOCCOCC1	-23.8%	-8.0	-7.6%	·	0.7%	-46.2%	-1.3%	2.2%	-3.8%	17.8µM*	1.2%
CC(C)C(=O)NC(Nc1ccccc1F)C(Cl)(Cl)Cl (configuration not stated)	-9.8%	-2.9	0.7%	25.1%	1.3%	5.2%	6.1%	0.0%	-11.0%	-0.9%	0.7%
O=C(Nc1ccc(Cl)cc1)C1CCCN(S(=O)(=O)c2cnc[nH]2)C1 (configuration not stated)	3.6%	?	-4.7%	10.1%	-0.3%	0.0%	-6.0%	-3.7%	4.6%	0.6%	12.6%
Nc1c(N(Cc2ccco2)C(=O)c2ccc(Br)cc2)c(=O)[nH]c(=O)n1Cc1ccccc1	·	-12.3	-0.5%	·	1.2%	-18.0%	6.2%	0.2%	-13.2%	·	·
O=C(NCc1ccccn1)c1ccc2c(=O)n3nc(Nc4ccccc4)sc3nc2c1	7.3%	6.8	1.6%	8.6%	-9.0%	6.7%	7.1%	-2.5%	-1.0%	11.4%	·
CCOC(=O)N1CCN(CCC(=O)Nc2ccc(C)c(Br)c2)CC1	6.1%	-10.1	-2.0%	-13.5%	-1.0%	-46.7%	-16.6%	0.9%	-7.7%	-10.9%	0.0%
COc1ccc(NC(=O)CN2C(=O)C(C)Oc3ccccc32)c(OC)c1 (configuration not stated)	2.3%	3.3	4.0%	-3.9%	-0.3%	-19.2%	1.8%	-0.7%	19.5%	15.4%	-2.3%
COc1ccc(NC(=O)Nc2cccc3ccccc23)cc1S(N)(=O)=O	11.1%	4.1	0.5%	-0.6%	-4.9%	-24.8%	-5.4%	-2.4%	0.3%	20.4%	-0.1%
COc1ccc(-c2cc(C(=O)Nc3c(Cl)cc(Cl)cc3Cl)c3ccccc3n2)cc1OC	-23.7%	1.2	6.5%	0.5%	-15.7%	-47.7%	-0.6%	-1.1%	-0.8%	-21.1%	-1.1%
COCCCN1C(=O)C(=O)/C(=C(/O)c2ccc(C)cc2)C1c1ccccc1 (configuration not stated)	-6.3%	7.0	-0.1%	-6.2%	?	5.4%	16.8%	-2.5%	0.1%	-5.9%	2.8%
CCn1c(CSc2ncccn2)nnc1SCC(=O)N1c2ccccc2CC1C (configuration not stated)	·	-7.3	-1.5%	-19.6%	0.5%	1.4%	-8.2%	4.2%	-5.5%	15.5%[0.365 µM]	-19.5%
CCNC(=S)N/N=C(\C)c1cccc(OC)c1	-25.1%	36.7[activator]	5.5%	-5.1%	-10.9%	-14.9%	0.5%	5.0%	19.4%	2.51µM*	2.9%
The list continues:
SMILES	VP16 counter	Giardia kill	ELG1 genotoxic	Menin MLL FP TR	FLuc modulator	BRCA1 expr up	p53 reactivation	NPC1 prom act	Rab9 promoter act	RORg inh	PKM2 act
COC(=O)C1=CN(Cc2ccc(OC)c(OC)c2)C=C(C(=O)OC)C1c1cccc(OC)c1OC	3.9%	-12.4	1.3%	?	1.5%	16.9%	-5.5%	20.0%	15.9%	8.9%	·
Cc1cc(C)n(C(=O)c2ccc(NC(=O)C3COc4ccccc4O3)cc2)n1 (configuration not stated)	0.9%	6.6	·	-4.4%	-0.3%	9.8%	·	·	·	28.6%	0.2%
O=[N+]([O-])c1cccc(/C=N/Nc2nccnc2Cl)c1	16.8%	-5.5	?	-0.3%	12µM*	7.94µM*	13.4%	2.82µM*	2µM*	6.2%	-49.2%
COc1cccc(N/C(SCc2cccc([N+](=O)[O-])c2)=C(/C#N)C(=O)NCc2cccs2)c1	1.6%	13.9	-4.3%	-3.9%	-1.0%	-29.9%	-0.7%	-2.1%	-6.9%	3.0%	6.3%
O=C(CCC(=O)c1ccc(F)cc1)OC1CCOC1=O (configuration not stated)	-7.2%	-22.7	1.9%	2.4%	?	-20.1%	-1.6%	10.9%	-3.9%	-0.6%	-7.9%
Cc1cccc(NC(=O)NCCc2ccc(Cl)cc2)c1	17.0%[10 µM]	23.3	3.3%	5.8%	-5.0%	44.6%	-4.9%	-0.7%	0.1%	14.5%	-8.7%
COC(=O)C1CCN(C(=O)Cc2ccc(Br)cc2)CC1	6.0%	-10.1	?	-3.8%	-7.2%	14.1%	17.1%	0.3%	10.2%	?	4.2%
CCCN1CN(Cc2ccccc2)CNC1=S	7.08µM*	-9.1	1.4%	?	-7.1%	-2.4%	-4.2%	-0.5%	-0.9%	6.31µM*	5.6%
O=C(CCN1CCCO1)NC1CCCc2c1cnn2-c1ccccc1F (configuration not stated)	-0.5%	6.0	-1.5%	·	-0.2%	-2.3%	-2.7%	-1.7%	2.4%	-0.7%	·
CC(CC(=O)NCCc1ccc(F)cc1)c1ccccc1 (configuration not stated)	?	47.4[activator]	17.3%	0.2%	-6.9%	61.8%	-0.1%	21.5%	18.4%	0.0%	-3.4%
Cc1ccc(C)c(N(CC(=O)NN=C2CCCCCCC2)S(C)(=O)=O)c1	2.4%	-1.5	-3.1%	4.6%	4.0%	-23.4%	2.5%	2.0%	-0.4%	-34.6%	-2.1%
CCN=C1SC(CC(=O)Nc2ccc(C(F)(F)F)cc2)C(=O)N1CC (configuration not stated)	-13.1%	-0.5	-4.1%	43.7%[activator]	0.2%	-0.8%	-23.1%	-0.7%	2.4%	?	-6.5%
